Screening results deposited in PubChem by several laboratories.
ADAM17 inh: ADAM17 inhibitors, primary screen, biochemical, QFRET; inhibition, % at 6.95 µM; Disintegrin and metalloproteinase domain-containing protein 17 (Homo sapiens), P78536; recombinant ADAM17, EDANS/DABCYL FRET peptide cleavage; 0.83% of 370,000 active;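 active = inhibition above the mean of compounds lying between control limits plus 3 SD, set per campaign, cut at about 8.5% in these data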;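 note: 0% = DMSO-only wells as the low control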
PG9 binder: binders of HIV-1 gp120 antibody PG9, primary screen, biochemical, TR-FRET; HIV-1 gp120 / PG9 antibody interaction; TR-FRET gp120-PG9 antibody binding; inhibition, % at 6.7 µM; 0.43% of 360,000 active; in the data active = inhibition above about 8.5%
DAX1 inh-1: DAX1 (NR0B1) inhibitors on StAR promoter, primary screen, cell-based, luminescence, SF-1 (NR5A1), full-length DAX-1; inhibition, % at 6.8 µM; HEK293T StAR-luciferase reporter, SF-1/DAX-1 repression relief; AID 652010, 2013; 1.1% of 370,000 active;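 active = inhibition above the mean over all tested compounds plus 3 SD, cut at about 3.6% in these data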;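 note: 0% = DAX-1 cells with DMSO and 100% = cells lacking DAX-1 with DMSO; higher inhibition means more luminescence from relief of DAX-1 repression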
ssDAF-12 act: S. stercoralis DAF-12 nuclear receptor activators, primary screen, cell-based, luminescence, HEK293, GRIP1 co-expression, lit1-tk-luc. HEK293 ssDAF-12/GRIP1 lit1-tk-luc reporter; % of 3 µM dafachronic acid response. activation, % at 6.8 µM. 1% of 370,000 active;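 active = activation above the mean over all tested compounds plus 3 SD, cut at about 0.9% in these data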;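 note: 0% = DMSO-only wells and 100% = 3 µM delta7-dafachronic acid wells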
GAA850 FXN act: FXN promoter activators, primary screen, cell-based, luciferase luminescence, HEK293 lucGAA850. activation, % at 6 µM. HEK293 lucGAA850 FXN promoter luciferase reporter, 24 h; percent of 10 µM SAHA response. 0.56% of 360,000 active;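 active = activation above the average of all compounds screened plus 3 SD, cutoff fixed separately per campaign, cut at about 7.5% in these data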;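 note: 0% = DMSO wells and 100% = 10 µM SAHA wells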
hgDAF-12 ag: H. glycines DAF-12 receptor agonists, primary screen, cell-based, luminescence, HEK293, GAL4 fusion, UAS-luciferase. Nuclear hormone receptor DAF-12 (Heterodera glycines), GAL4 fusion. HEK293 GAL4-hgDAF12 UAS-luciferase reporter, agonist luminescence; normalized to butyrate control. activation, % at 6.8 µM. 1.8% of 370,000 active. AID 687014, 2013;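 active = activation above a cutoff set at the mean of all screened compounds plus 3 SD, cut at about 10% in these data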;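 note: 0% = DMSO wells and 100% = sodium butyrate wells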
GC-A act: GC-A stimulated cGMP production enhancers – HEK293 GC-A cells, cGMP TR-FRET, EC30 ANP, primary screen; Atrial natriuretic peptide receptor 1 (Homo sapiens), P16066; 0% at EC30 ANP, 100% saturating ANP; activation, % at 10 µM; 0.14% of 370,000 active; AID 1671463, 2021; in the data active = activation above about 40%
DAX1 inh-2: DAX1 (NR0B1) inhibitors, primary screen, cell-based, HEK293, Gal4-DAX1, luciferase luminescence; Nuclear receptor subfamily 0 group B member 1 (Homo sapiens), P51843; HEK293 Gal4-DAX1 luciferase reporter; inhibition, % at 6.75 µM; 0.99% of 340,000 active; AID 504766, 2011;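 active = inhibition above the mean over all tested compounds plus 3 SD, cut at about 4.2% in these data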;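 note: 0% = DAX1-transfected cells with DMSO and 100% = empty-vector control cells with DMSO; inhibition shows as a rise in luminescence from relieved DAX1 repression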
Target sequence (P51843 207-470 limits assumed): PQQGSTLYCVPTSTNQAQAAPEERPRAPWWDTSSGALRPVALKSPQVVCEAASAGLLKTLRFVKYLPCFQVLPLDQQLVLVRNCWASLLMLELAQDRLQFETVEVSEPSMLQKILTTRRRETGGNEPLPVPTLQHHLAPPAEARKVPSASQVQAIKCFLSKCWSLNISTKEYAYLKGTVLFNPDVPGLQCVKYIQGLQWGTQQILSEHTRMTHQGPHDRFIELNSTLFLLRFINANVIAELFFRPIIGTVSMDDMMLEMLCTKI
ADAM10 inh: human ADAM10 inhibitors, primary screen, biochemical, QFRET, HTS; 0.62% of 370,000 active; inhibition, % at 7 µM; Disintegrin and metalloproteinase domain-containing protein 10 (Homo sapiens), O14672; AID 720582, 2013; recombinant ADAM10, EDANS/DABCYL FRET peptide cleavage, 3 h;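 active = inhibition above a per-campaign cutoff equal to the mean of compounds falling between control-based bounds plus 3 SD, cut at about 20% in these data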;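 note: 0% = DMSO wells while the 100% control is not disclosed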
Target sequence (O14672 214-748 limits assumed): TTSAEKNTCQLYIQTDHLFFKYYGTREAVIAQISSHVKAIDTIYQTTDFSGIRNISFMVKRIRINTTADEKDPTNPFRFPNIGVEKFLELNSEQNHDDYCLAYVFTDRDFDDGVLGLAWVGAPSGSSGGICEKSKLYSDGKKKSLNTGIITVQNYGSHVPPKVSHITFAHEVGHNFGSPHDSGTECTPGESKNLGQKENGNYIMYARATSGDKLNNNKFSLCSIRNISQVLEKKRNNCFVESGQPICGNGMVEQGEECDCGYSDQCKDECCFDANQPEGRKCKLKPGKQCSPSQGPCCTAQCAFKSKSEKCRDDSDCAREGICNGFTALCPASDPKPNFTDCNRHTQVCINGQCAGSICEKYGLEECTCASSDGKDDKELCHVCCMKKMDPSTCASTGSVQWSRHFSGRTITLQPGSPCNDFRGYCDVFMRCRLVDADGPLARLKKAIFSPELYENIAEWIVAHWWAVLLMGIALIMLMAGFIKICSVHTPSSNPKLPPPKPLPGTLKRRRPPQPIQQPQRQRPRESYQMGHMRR
hcDAF12 agonist: H. contortus DAF-12 nuclear receptor activators, primary screen, cell-based, luminescence, HEK293, lit1-tk-luc reporter; HEK293 hcDAF-12 lit1-tk-luc reporter; 0% DMSO, 100% Δ7-dafachronic acid; activation, % at 6.8 µM; 1.4% of 370,000 active;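 active = activation above the mean of all tested compounds plus 3 SD, cut at about 5.5% in these data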;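 note: 100% = response to 3 µM Δ7-dafachronic acid high control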
SMARCA2 activ: SMARCA2 (BRM) function activators, primary screen, cell-based, luminescence, high throughput | MG213 cells, MMTV-luciferase reporter, dexamethasone, overnight | activation, % at 9.1 µM | 1% of 370,000 active | AID 652017, 2013; in the data active = activation above about 7.8%;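 note: 0% = vehicle wells and 100% = reference activator wells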
* hit, by the source's call; . = not tested or not shown; & = joins results of further samples. This is a random part of the collection, and some 6.8% of all compounds hit somewhere here.

structure	DAX1 inh-2	hgDAF-12 ag	hcDAF12 agonist	GC-A act	SMARCA2 activ	ssDAF-12 act	DAX1 inh-1	GAA850 FXN act	ADAM10 inh	ADAM17 inh	PG9 binder
CCCCC(=O)Nc1nc2c(OC)cc([N+](=O)[O-])cc2s1	1.8	-2.2	-1.7	28	-2	-1.7	-1.0	0.9	3	0	0.6
COc1ccccc1CNC(=O)C(=O)c1cn(CC(=O)N2CCCC2)c2ccccc12	0.7	0.4	-0.2	4	0	-0.8	0.4	1.2	3	0	-2.0
Cc1cc(C(=O)NCC(c2ccco2)N2CCCC2)c2ccccc2n1 (configuration not stated)	1.4	1.2	0.4	1	0	-0.9	0.7	0.0	-6	-7	1.8
Cc1ccc(N(Cc2cc3ccc(C)cc3[nH]c2=O)S(=O)(=O)c2ccccc2)cc1	2.0	-1.1	1.5	2	0	-0.1	0.3	-1.0	3	-3	-1.4
Cc1cn([C@H]2C[C@H](O)[C@@H](CNCc3ccc4ncccc4c3)O2)c(=O)[nH]c1=O	0.2	-2.3	-0.1	1	0	-1.1	-1.6	0.7	-3	-2	0.6
Fc1ccc(N2CCN(Cc3cnc(Oc4ccc(Br)cc4)s3)CC2)cc1	-0.6	-0.9	-1.2	0	2	-0.8	0.8	0.2	4	1	0.8
CC(=O)c1ccc(S(=O)(=O)N2CCN(C(C)=O)CC2)cc1	-0.4	-1.8	-0.3	4	-4	-1.6	0.0	1.6	-5	0	-1.0
Nc1nonc1-n1nnc(C(=O)N/N=C/c2ccc(Br)cc2)c1-c1ccc2c(c1)OCO2	0.8	1.5	0.5	-20	-3	-0.5	0.0	0.9	1	7	0.2
CCCCc1c(C)nn(-c2nnc3c4ccccc4n(CC)c3n2)c1C	-1.8	-2.8	0.0	-1	-1	-1.2	-1.0	-0.4	-3	-5	2.3
CC(C)Nc1ncnc2c1ncn2[C@H]1CN(Cc2ccc3c(c2)OCO3)C[C@@H](CO)O1	.	-1.8	-0.4	-4	-2	-1.4	-0.9	1.1	-3	-2	-0.9
Cc1ccc(S(=O)(=O)N(CC(=O)N2CCOCC2)C2CCCCC2)cc1	0.7	-1.2	-0.6	-3	-2	-1.7	-0.8	1.2	1	-1	-1.2
CC(C)(C)c1ccc(S(=O)(=O)N2CCNC(=O)C2)cc1	0.6	1.2	0.3	1	-3	-0.7	-0.9	0.3	-15	-6	0.0
Cc1ccc([N+](=O)[O-])cc1-c1[nH]c(-c2ccc(O)c(O)c2)nc1-c1ccccc1	0.9	-2.9	-1.8	-45	-5	-1.7	-0.8	3.4	21*	8.8*	-3.2
O=C(Nc1ccc([N+](=O)[O-])cc1)Nc1ccc(Cl)cc1F	-1.4	-0.6	-0.1	22	-3	-0.8	0.3	1.6	-6	2	-0.6
COCCCN1C(=O)C(CC(=O)NCc2cccs2)CC(C(=O)N(C)C)=C1C (configuration not stated)	-0.1	1.4	0.2	5	-4	-0.9	0.0	-0.1	13	2	-0.5
Fc1ccc(C2=Nn3c(nnc3-c3n[nH]c4c3CCC4)SC2)cc1	1.8	-3.2	0.0	7	0	-1.6	-1.1	3.5	2	-5	-0.2
CS(=O)(=O)N(CC(=O)O)c1cccc(Cl)c1	-0.3	-0.7	-0.2	1	-1	-0.9	0.1	-0.7	-2	-3	0.5
CCC1(c2ccc(F)cc2)NC(=O)N(CC(=O)Nc2cc(S(=O)(=O)N(C)C)ccc2Cl)C1=O (configuration not stated)	1.9	-2.7	-1.8	1	0	-0.7	-1.1	-1.8	3	5	-3.1
Clc1cccc(Oc2ncc(CN3CCOCC3)s2)c1	1.3	4.0	0.8	4	7.9*	-1.4	0.3	4.2	3	1	-0.3
CN(C)S(=O)(=O)c1cc(C(=O)O)c(NC2CCCCC2)cc1Cl	0.8	1.8	-1.3	1	-2	-1.1	-0.4	0.8	1	0	-2.7
N#Cc1nnn2c1nc(N)c1c(F)cccc12	0.9	-1.7	0.5	-1	-2	-0.1	-0.6	1.8	-121	-33	2.6
Cc1ccc(CNC(=O)Cn2ccc3cc(S(=O)(=O)N4CCCC4)ccc32)o1	-0.1	0.9	-1.0	2	-2	-0.8	-0.1	2.6	5	2	-1.0
CN(C)CCNS(=O)(=O)c1ccc(N2CCN(c3ccc(F)cc3)CC2)c([N+](=O)[O-])c1	-0.9	-1.5	-3.6	-3	1	-1.6	-0.1	0.3	4	1	2.2
O=C(NCC(c1ccco1)N1CCN(c2ccc(F)cc2)CC1)C(=O)NC1CCCC1 (configuration not stated)	0.2	-1.0	0.3	2	-4	-1.1	-1.4	-0.8	-11	-6	-1.1
CN(C)CCCN(C(=O)c1ccc(C(=O)c2ccccc2)cc1)c1nc2c(F)cccc2s1	-0.5	-0.4&-1.9	-1.8&-1.1	-2&-8	-1&-3	-0.9&-1.5	0.1&-0.1	2.6	-10&-6	-4&-4	0.8
CCOC(=O)N1CCN(C(=O)CSCc2ccc(Br)cc2)CC1	0.3	4.7	-0.7	2	-2	-1.1	-0.1	-0.7	4	-3	0.3
O=C1OC(c2ccc3c(c2)OCO3)=N/C1=C\c1ccc(C(=O)O)cc1	0.1	1.8	0.4	-4	-2	-0.7	-0.2	2.3	-1	-7	1.4
O=C(c1cccs1)N1CCN(Cc2cccnc2)CC1	0.9	-2.0	0.8	2	-3	-1.5	0.4	2.6	-4	-3	-0.7
COCC1CCN(C(=O)C2CCC(=O)N(CCc3cccc(F)c3)C2)CC1 (configuration not stated)	0.2	-0.8	-2.2	-1	0	-0.7	-0.3	0.0	-12	-6	0.2
CCOc1ccc(C(=O)N[C@H](C(=O)O)C(C)C)cc1	0.5	1.7	0.7	-3	-4	-1.0	-0.2	1.1	2	4	-0.3
O=C(OCC(=O)N1CCCc2ccccc21)c1cc(S(=O)(=O)N2CCOCC2)ccc1O	-0.5	0.4	0.2	-1	-1	-0.8	-0.1	0.7	-119	-29	0.0
COC(=O)c1ccccc1OCc1cccc(C)n1	2.9	-0.4	0.1	-3	-3	-0.7	0.2	2.1	-1	-2	-1.1
CS(=O)(=O)c1ccc(C(=O)N2CCN(C(=O)c3ccco3)CC2)cc1	1.0	0.3	1.1	1	-1	-0.9	-0.1	-0.3	-6	-8	-0.2
O=C(Nc1ccc(Cl)cn1)c1cccnc1	0.4	3.0	-2.0	-3	3	-1.2	0.1	1.1	-5	-5	-0.6
CC(=O)c1cccc(NC(=O)C2C(c3ccccc3)C2(Cl)Cl)c1 (configuration not stated)	-1.6	0.2	-3.1	-3	-4	-0.8	-0.6	-1.1	-2	2	-1.0
O=C(COC(=O)Cn1cnc2ccccc2c1=O)Nc1ccc(Cl)c(C(F)(F)F)c1	0.7	-3.2	-1.2	-2	-2	1.5*	-0.1	0.6	14	-1	1.5
Cc1ccc(C(=O)OCC(=O)c2ccc[nH]2)s1	2.2	7.8	1.8	1	5	-1.3	-0.9	3.2	-5	-3	-1.1
CC(C)C(=O)Nc1cccc(C(=O)Nc2nnc(C(C)C)s2)c1	-0.1	7.4	2.0	-4	5	0.2	2.1	1.5	1	-3	0.4
O=Cc1cccn1-c1c(C(=O)O)cnn1-c1ccccc1	2.4	0.1	-0.8	2	-2	-1.9	0.7	0.3	-4	0	0.2
CCC(C)(C)C(=O)Nc1ccc(C(N)=O)cc1	1.2	-0.8	0.4	2	2	-0.6	0.7	0.8	2	-4	-2.5

Record cards, from the list above. Values in the order: DAX1 inh-2 | hgDAF-12 ag | hcDAF12 agonist | GC-A act | SMARCA2 activ | ssDAF-12 act | DAX1 inh-1 | GAA850 FXN act | ADAM10 inh | ADAM17 inh | PG9 binder
Entry for `O=C1OC(c2ccc3c(c2)OCO3)=N/C1=C\c1ccc(C(=O)O)cc1` = 0.1 | 1.8 | 0.4 | -4 | -2 | -0.7 | -0.2 | 2.3 | -1 | -7 | 1.4
Entry for `CC(C)C(=O)Nc1cccc(C(=O)Nc2nnc(C(C)C)s2)c1` = -0.1 | 7.4 | 2.0 | -4 | 5 | 0.2 | 2.1 | 1.5 | 1 | -3 | 0.4
Entry for `O=C(Nc1ccc(Cl)cn1)c1cccnc1` = 0.4 | 3.0 | -2.0 | -3 | 3 | -1.2 | 0.1 | 1.1 | -5 | -5 | -0.6

Following part.
structure	DAX1 inh-2	hgDAF-12 ag	hcDAF12 agonist	GC-A act	SMARCA2 activ	ssDAF-12 act	DAX1 inh-1	GAA850 FXN act	ADAM10 inh	ADAM17 inh	PG9 binder
CN(Cc1cnccn1)Cc1nc(Cc2cccc(F)c2)no1	0.4	-1.1	-1.0	1	-4	-0.7	0.1	0.2	-2	-3	-0.9
O=C(c1cc(COc2cccc(C(F)(F)F)c2)on1)N1CCC(c2ccncc2)CC1	-1.4	-5.3	-3.5	-1	-4	-1.6	-7.6	-0.2	-1	3	0.4
CCCCOc1ccc(OCCCN2CCOCC2)cc1	-1.0	2.0	-0.5	3	-1	-1.1	-1.1	1.0	-5	-6	-0.9
O=C(Nc1ccc(Cl)c(Cl)c1)N1CCOCC1	-1.2	0.5	-0.8	1	0	-0.9	-0.3	3.6	-5	-6	-1.6
COC(=O)c1ccc(C(=O)OC)c(NC(=O)CSCc2ccc(Br)cc2)c1	0.2	4.6	2.5	-3	0	-1.1	-0.4	0.4	-33	-10	-1.2
COc1ccc(-c2cc3c(=O)n(CC(=O)Nc4ccc(Cl)cc4)nc(C)n3n2)cc1	0.6	0.7	6.4*	-3	-4	-1.1	0.6	-2.1	0	-5	-0.5
O=C1NC(=O)/C(=C\c2ccc(Oc3ccc([N+](=O)[O-])cn3)cc2)S1	1.3	-2.6	-0.8	-4	-2	-1.1	-0.3	2.1	-3	-1	1.8
CC(C)CC(C(=O)NCC1CCCO1)N(C(=O)Cn1nnc(-c2ccc(F)cc2)n1)c1cccc(C(F)(F)F)c1 (configuration not stated)	-0.3	-1.2	-0.8	-6	0	-1.7	-0.2	-4.4	-2	0	1.5
CCNC(=S)NNC(=O)C1CCN(Cc2ccccc2)CC1	-0.8	-2.3	-1.1	5	-2	-1.0	-0.8	-2.2	-2	-4	0.9
Cc1ccc(C)c2nc3sc(C(=O)N4CCOCC4)c(N)c3cc12	0.0	21*	3.1	2	6	0.1	0.1	0.0	-115	-40	-6.1
COc1ccc(NS(=O)(=O)c2cccc(NC(=O)COc3ccc(OC)cc3)c2)cc1	-1.5	-0.8	-0.6	-6	0	-1.7	-0.6	0.9	9	-1	0.4
